Screening results (PubChem)
CHT block: inhibitors of human choline transporter CHT. 0.86% of 310,000 active. B-score at 10 µM. High affinity choline transporter 1 (Homo sapiens), Q9GZV3. CHT-expressing cells, membrane potential dye, choline response; hits give low values;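 active means B-score over 3 SD under the library average, and starting fluorescence ratio not unusually high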;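 further: choline stimulus applied at its EC90 after an EC20 pre-addition; B-score computed on integrated fluorescence ratio after choline addition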
KCNQ2 inh: KCNQ2 potassium channel inhibitors, primary screen, cell-based, CHO-K1, FluxOR thallium flux, B-score (AID 2156); 20 min; hits give low values; B-score at 10 µM; 1.1% of 310,000 active;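 active means fluorescence ratio B-score at most minus 3 library SDs, with starting brightness B-score within 2 library SDs, cut at about -5.5 in these data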
Target sequence (O88943 whole entry, looked up): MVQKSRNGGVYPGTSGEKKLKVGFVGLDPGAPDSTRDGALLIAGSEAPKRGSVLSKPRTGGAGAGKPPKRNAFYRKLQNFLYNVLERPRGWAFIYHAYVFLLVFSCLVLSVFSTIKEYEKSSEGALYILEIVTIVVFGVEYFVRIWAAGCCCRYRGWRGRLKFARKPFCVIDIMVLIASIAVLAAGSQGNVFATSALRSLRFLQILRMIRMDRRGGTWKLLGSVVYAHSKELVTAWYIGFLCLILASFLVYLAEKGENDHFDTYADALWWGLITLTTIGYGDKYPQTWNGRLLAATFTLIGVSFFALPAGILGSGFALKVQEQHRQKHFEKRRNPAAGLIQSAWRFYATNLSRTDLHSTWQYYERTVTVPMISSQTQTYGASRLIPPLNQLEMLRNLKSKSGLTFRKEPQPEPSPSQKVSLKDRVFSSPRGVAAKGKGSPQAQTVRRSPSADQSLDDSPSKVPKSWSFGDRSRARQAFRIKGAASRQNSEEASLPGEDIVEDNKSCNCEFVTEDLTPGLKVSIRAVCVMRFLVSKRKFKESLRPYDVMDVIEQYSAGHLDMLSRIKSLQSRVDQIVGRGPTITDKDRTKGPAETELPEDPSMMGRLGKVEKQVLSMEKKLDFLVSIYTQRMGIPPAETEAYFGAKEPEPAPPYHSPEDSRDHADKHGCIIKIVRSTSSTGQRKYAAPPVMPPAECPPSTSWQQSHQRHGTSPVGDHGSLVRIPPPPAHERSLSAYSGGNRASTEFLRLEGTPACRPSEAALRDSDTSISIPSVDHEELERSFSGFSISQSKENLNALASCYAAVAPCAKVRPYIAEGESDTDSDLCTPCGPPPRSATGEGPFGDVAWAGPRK
Kir21 block: inhibitors of mouse Kir2.1 inward-rectifier potassium channel; Inward rectifier potassium channel 2 (Mus musculus), P35561; HEK293-Kir2.1, FluxOR thallium flux fluorescence; hits give low values; B-score at 10 µM; 0.85% of 310,000 active;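 active means fluorescence ratio B-score at or below minus 3 SD of library scores, with starting-brightness B-score within 2 SD, cut at about -4.2 in these data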;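 further: channel flux triggered by added potassium and thallium sulfate stimulus; B-score of peak minus minimum fluorescence over baseline after thallium stimulus; more negative B-score means stronger Kir2.1 block with less thallium influx; some compounds called inactive have numbers as strong as hits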
The depositor's hits bear a star; i = inactive.

CHT block | KCNQ2 inh | Kir21 block | Structure
i | i | -0.35 | O=C(Cc1ccc(Cl)cc1)Nc1cccc(-c2nnc(-c3ccco3)o2)c1
i | i | -0.01 | CCOc1ccc(C(=O)N2CCc3cc(OC)c(OC)cc3C2)cc1OCC
i | i | 0.86 | CCNc1nc(CC)nc2c1oc1ccccc12
i | i | 0.15 | CNc1nc(Cl)c(SC)c(NCc2ccc(F)cc2)n1
i | i | -0.07 | CCCCc1ccc(NC(=S)Nc2cccnc2)cc1
i | i | 1.11 | Cc1onc(NC(=O)NC(=O)c2c(F)cccc2Cl)c1Br
i | i | 0.41 | CSC1=NC(C)(C)C=C(/C=C/c2c(Cl)cccc2Cl)N1
i | i | 1.77 | OC[C@@H](O)[C@@H](O[C@@H]1O[C@H](CO)[C@H](O)[C@H](O)[C@H]1O)[C@H](O)[C@@H](O)CO
i | i | 1.06 | OCCN1CCN(C(=S)NCCc2ccccc2)CC1
i | i | 0.01 | CCCCn1c(N)c(N(CCOC)C(=O)CSc2nnc(-c3ccc(C(C)(C)C)cc3)n2N)c(=O)[nH]c1=O
i | i | -2.71 | Cc1ccc(C)c(/C=C/C(=O)c2ccccc(=O)c2O)c1
i | i | 1.09 | COc1ccc(CCNC(=O)c2ccc(NS(=O)(=O)c3ccc4[nH]c(=O)[nH]c4c3)cc2)cc1OC
i | i | 0.2 | Cc1cc(C)c2nc(NNC(=O)c3cc(=O)c4ccccc4o3)sc2c1
i | i | -0.14 | CCOCCCNC(=O)C(c1ccc(Cl)cc1)N(Cc1cccs1)C(=O)CNC(C)=O (stereo unspecified)
i | i | -2.47 | CN(C1CCCCC1)S(=O)(=O)c1cccc(C#N)c1
i | i | 0.24 | CNS(=O)(=O)c1ccc(CCC(=O)N2CCN(c3ccccc3OC)CC2)cc1
i | i | 1.21 | Cc1nc(N2CCN(C)CC2)c2sc(=S)n(C)c2n1
i | i | 0.02 | COc1cccc(CN2CCN(C(=O)c3ccco3)CC2)c1OC
i | i | -2.36 | O=C(c1ccc(F)cc1)c1ccc(CN2C(=O)c3ccccc3C2=O)o1
i | i | -0.68 | CC(=O)Nc1ccc(S(=O)(=O)N2CCN(C34CC5CC(CC(C5)C3)C4)CC2)cc1
i | i | -0.5 | COC(=O)c1c(-c2cccc3ccccc23)csc1NC(=O)Cc1ccc(OC)c(OC)c1
i | i | -0.22 | N#Cc1cc2c(nc1SCC(=O)Nc1sc3c(c1C#N)CCC3)CCC2
i | i | 0.81 | CC(/C=N\N1CCN(Cc2ccc(C)cc2)CC1)=C\c1ccccc1
i | i | -0.93 | c1ccc(OCc2nn3c(Cn4nnc5ccccc54)nnc3s2)cc1
i | i | -1.86 | CC(C/C=N/NC(=O)COc1cc(Cl)ccc1Cl)c1ccccc1 (stereo unspecified)
i | i | -0.47 | O=C(c1cccnc1)C1Cc2ccccc2C1=O (stereo unspecified)
i | i | -0.74 | CCOC(=O)CN(c1cccc(C(C)=O)c1)S(C)(=O)=O
i | i | -0.86 | O=C(c1ccco1)N1CCN(C(=O)C2CCN(S(=O)(=O)Cc3ccccc3)CC2)CC1
i | i | 0.02 | O=C(N/C(=C/c1cccnc1)C(=O)N1CCOCC1)c1ccccc1Br
i | i | 1.67 | c1ccc2c(c1)nc(Nc1ccc3c(c1)OCO3)c1nnnn12
i | i | 0.53 | CCOC(=O)CN1CC23C=CC(O2)C(C(=O)NCCc2ccccc2)C3C1=O (stereo unspecified)
i | i | 0.5 | O=C(NCC(Cl)c1ccc2ccccc2c1)c1c(F)cccc1F (stereo unspecified)
i | i | 1.04 | O=C(Cn1c(=O)n(CCC(=O)N2CCCCC2)c(=O)c2sccc21)NCc1ccccc1
i | i | -4.37* | Cc1ccc(C)c(OCC(=O)N/N=C/c2c(C)nn(-c3ccccc3)c2Cl)c1C
i | i | 0.04 | Cc1c(Cl)cccc1NC(=O)CN1CCN(CCO)CC1
i | i | -0.18 | Cc1cccc2nc(-c3ccccc3)nc(N3CCC(O)(c4ccc(Cl)cc4)CC3)c12
i | i | -0.9 | CCOC(=O)/C(C#N)=C/c1cc2ccccc2nc1N1CCOCC1
i | i | -0.13 | O=C(Oc1ccc2c(c1)O/C(=C\c1ccncc1)C2=O)c1ccccc1
i | i | 0.56 | Cn1c(CNC(=O)c2ccc(Cl)cc2)nnc1SCC(=O)NC1CCCC1
i | i | -0.16 | O=c1c2ccccc2ncn1-c1ccccc1[N+](=O)[O-]
i | i | 0 | O=C(CCc1ccc(S(=O)(=O)N2CCOCC2)cc1)N/N=C/c1cccc(O)c1
i | i | -0.3 | CCCCN1C(=O)CC(Sc2ncccc2C(=O)O)C1=O (stereo unspecified)
i | i | 0.88 | CCOC(=O)c1cc2c(ccn2C)n1CC(=O)N1CCN(c2ccccc2)CC1
i | i | -0.56 | CCC1=Nc2cc(C(=O)O)ccc2Sc2ccc(Cl)cc21
i | i | -0.09 | Cc1cccc(C(=O)Nc2ccc3c(c2)C(=O)NC3=O)c1
i | i | -0.77 | COc1ccc2[nH]c(C(=O)O)c(CCNC(=O)/C=C/c3ccc(O)c(OC)c3)c2c1
i | i | 0.25 | NC1=NC[C@@H](Cc2ccc(O)cc2)N1CCc1cccc2ccccc12
i | i | 2.11 | CCCCOc1ccc(Cc2n[nH]c(=S)n2N)cc1
i | i | -0.05 | COc1cccc(C(=O)NCCS(=O)(=O)N2CCN(C(=O)c3ccco3)CC2)c1
i | i | 0.67 | CC(C)OC(=O)c1c(F)c(F)c(N2CCOCC2)c(F)c1F

Later entries.
CHT block | KCNQ2 inh | Kir21 block | Structure
i | i | 0.69 | CN(C)NC(=S)NC1(C)CCS(=O)(=O)C1 (stereo unspecified)
i | i | -1.14 | COc1ccccc1NC(=O)CN1CCN(C(=O)c2ccco2)CC1
i | i | 2.39 | CCOC(=O)C1=C(CC)OC(N)=C(C#N)C1c1ccc(OC)cc1OC (stereo unspecified)
i | i | 0.69 | COc1ccc(OCc2nnc(SC3CCOC3=O)n2-c2ccccc2)cc1 (stereo unspecified)
i | i | -1.45 | Cc1ccc2[nH]c(C)c(CCN(Cc3cccnc3)C(=S)NC(C)(C)C)c2c1
i | i | 0.02 | NC1=NC(=O)/C(=C/c2cn(CCC(=O)O)nc2-c2ccc(Cl)cc2)S1
i | i | -7.02* | COCCNCC(O)CON=C1c2ccccc2-c2ccccc21 (stereo unspecified)
i | i | -1.29 | C=CCN(CC(=O)NCc1ccccc1)C(=O)c1csnn1
i | i | -0.13 | O=C(NCc1ccccc1)C1CCCN(S(=O)(=O)c2ccc(Br)cc2)C1 (stereo unspecified)
i | i | -0.02 | Cc1cccc(N(C(=O)Cn2nnc(-c3ccccc3F)n2)C(C(=O)NC(C)(C)C)c2ccncc2)c1 (stereo unspecified)

Full records, looked up by structure.
Cc1cccc(N(C(=O)Cn2nnc(-c3ccccc3F)n2)C(C(=O)NC(C)(C)C)c2ccncc2)c1 (stereo unspecified) is entered as CHT block: i; KCNQ2 inh: i; Kir21 block: -0.02
Cc1ccc2[nH]c(C)c(CCN(Cc3cccnc3)C(=S)NC(C)(C)C)c2c1 is entered as CHT block: i; KCNQ2 inh: i; Kir21 block: -1.45

Back to the main list; the 3 compounds before the break are reprinted first.
CHT block | KCNQ2 inh | Kir21 block | Structure
i | i | -1.29 | C=CCN(CC(=O)NCc1ccccc1)C(=O)c1csnn1
i | i | -0.13 | O=C(NCc1ccccc1)C1CCCN(S(=O)(=O)c2ccc(Br)cc2)C1 (stereo unspecified)
i | i | -0.02 | Cc1cccc(N(C(=O)Cn2nnc(-c3ccccc3F)n2)C(C(=O)NC(C)(C)C)c2ccncc2)c1 (stereo unspecified)
i | i | -0.3 | CC(=O)Nc1cccc(C(=O)OC(C)C(=O)NC2CCCc3ccccc32)c1 (stereo unspecified)
i | i | -0.66 | CC(C)C(=O)NNc1ccc(C(F)(F)F)cn1
i | i | -0.15 | Cc1nnc(SCC(=O)N2CCCCC2)n1CC1CCCO1 (stereo unspecified)
i | i | 0.56 | CN(C)CC(C)(C)CNC(=O)C1CCN(Cc2ccccc2O)CC1
-5.67* | i | -0.35 | Cc1c(NC(=O)/C=C/c2cn(-c3ccccc3)nc2-c2ccccc2)c(=O)n(-c2ccccc2)n1C
i | i | -0.54 | CCOCc1[nH]c(=S)[nH]c(=O)c1Cc1ccc(OCC(C)C)cc1
i | i | -0.57 | O=C(Cn1ncn2c(cc3ccccc32)c1=O)NCCCc1ccccc1
i | i | -0.24 | O=C(c1cccc(Cl)c1)N1CCN(C(=O)c2ccco2)CC1
i | i | 2.12 | O=C(CNc1cccc([N+](=O)[O-])c1)N/N=C/c1ccc([N+](=O)[O-])o1
i | i | -0.65 | O/N=C(\c1ccccc1)C(O)c1ccccc1 (stereo unspecified)

Only KCNQ2 inh, for some of the entries so far:
SMILES	KCNQ2 inh
CC(C)C(=O)NNc1ccc(C(F)(F)F)cn1	i
O=C(CNc1cccc([N+](=O)[O-])c1)N/N=C/c1ccc([N+](=O)[O-])o1	i
Cc1c(NC(=O)/C=C/c2cn(-c3ccccc3)nc2-c2ccccc2)c(=O)n(-c2ccccc2)n1C	i
O=C(Cn1ncn2c(cc3ccccc32)c1=O)NCCCc1ccccc1	i
CC(=O)Nc1cccc(C(=O)OC(C)C(=O)NC2CCCc3ccccc32)c1 (stereo unspecified)	i
CCOCc1[nH]c(=S)[nH]c(=O)c1Cc1ccc(OCC(C)C)cc1	i

(cont.)
CHT block | KCNQ2 inh | Kir21 block | Structure
i | i | 1.94 | O=C(COC(=O)c1ccccn1)c1ccc([N+](=O)[O-])cc1
i | i | 1.48 | Cc1ccc(/C=C/C(=O)N2CCN(Cc3ccccc3)CC2)o1
i | i | -0.97 | CC1CN(C(=O)CSc2nnc(CNC(=O)c3ccc(S(=O)(=O)N(C)C)cc3)o2)CC(C)O1 (stereo unspecified)
i | i | 0.49 | Cc1cc(Cl)c2oc(C(=O)N(C)Cc3cc(C)[nH]n3)c(C)c2c1
i | i | 0.05 | O=C(Nc1cccnc1)c1cnn2c(C(F)F)cc(C3CC3)nc12
i | i | -0.05 | COc1ccc(CC(=O)n2nc(-c3cccnc3)nc2N)cc1
i | i | 0.88 | S=C(NCc1ccco1)NCC1CCCO1 (stereo unspecified)
i | i | -0.65 | CCOc1ccccc1CNCCNC(=O)c1nonc1N
i | i | 0.27 | Cc1ccsc1/C=N/Nc1cccc(C(=O)O)c1
i | i | -0.4 | O=C(O)Cc1c[nH]c2ccccc12
i | i | -0.42 | COCCn1c(=O)c2cc3c(=O)n(CCOC)c(=O)c3cc2c1=O
i | i | -0.06 | O=C1c2ccccc2C(=O)N1Cc1cnc(N2CCN(c3ccccc3)CC2)s1
i | i | -0.26 | Cc1ccc(CNC(=O)C2CCCN(S(=O)(=O)c3c(C)noc3/C=C/N(C)C)C2)cc1 (stereo unspecified)
i | i | 0.15 | Cc1onc(-c2ccccc2Cl)c1C(=O)N1CCN(Cc2ccc3c(c2)OCO3)CC1
i | i | -0.2 | COCCSc1ccccc1C(=O)Nc1ccc(Cl)cc1
i | i | -0.27 | CC1=N/C(=C\c2ccc([N+](=O)[O-])cc2)C(=O)N1c1ccc(F)cc1F
i | i | 1.6 | C[C@H](NC(=O)OCc1ccccc1)C(=O)NNC(=O)[C@H](Cc1ccccc1)NC(=O)OC(C)(C)C
i | i | -0.03 | O=C(CSc1nc(O)cc(=O)n1-c1ccccc1)NC1CCCCC1
i | i | -0.6 | CCOC(=O)N1CCN(Cc2nc3cc(NC(=O)CC(C)C)ccc3n2C)CC1
i | i | -0.05 | CCOc1cc(C)nc(NCCc2ccc(OC)c(OC)c2)n1
i | i | 1.34 | COc1ccc(/C(O)=C2/C(=O)C(=O)N(CCN3CCOCC3)C2c2ccc(C)cc2)cc1 (stereo unspecified)
i | i | 0.59 | CCCn1c(N)c(C(=O)CN2CCN(S(=O)(=O)c3cccs3)CC2)c(=O)[nH]c1=O
i | i | 0 | O=C(Nc1ccccc1[N+](=O)[O-])C1(c2ccccc2)CCOCC1
i | i | -1.06 | Cc1ccc(Cn2c(C)nc3c(c2=O)c2nc4ccccc4nc2n3Cc2ccco2)cc1
i | i | -0.36 | CC1CCCC2(C1)NC(=S)c1c(sc3c1CCCC3)N2 (stereo unspecified)
i | i | 0.34 | CCOc1ccc(C(=O)NCc2cccnc2)cc1
i | i | 0.02 | O=[N+]([O-])c1ccc2c3n([n+]([O-])c2c1)CCN=C3c1ccc(Cl)cc1
i | i | -2.07 | CCCC(=Nc1ccc(N)cc1)C1=C(O)C(C(=O)OC)C(C)(C)CC1=O (stereo unspecified)
i | -5.73* | -0.41 | CC(C)CC(C(=O)NC1CCCC1)N(Cc1cccs1)C(=O)c1snc(C(N)=O)c1N (stereo unspecified)
i | i | 0.28 | CC1(C)Cc2c(ccc3ccccc23)C(NNC(=O)c2cccnc2)=N1
i | i | 0.58 | CSc1cccc(NC(=S)N(CCN(C)C)C(C)c2ccncc2)c1 (stereo unspecified)
i | i | 0.54 | O=C(CSc1nccc(=O)[nH]1)c1c[nH]c2ccccc12
i | i | 0.16 | CCCCNC(=O)C(=O)N/N=C/c1ccc(C(=O)OC)cc1
i | i | -0.32 | COc1ccc(-c2c(C(C)=O)c(C)nc3sc4c(=N)n(N)cnc4c23)cc1
i | i | 0.01 | C=CC[N+](C)(C)CCCNC(=O)/C=N/O
i | i | -3.19 | CC[n+]1c(/C=C/N(C)c2ccccc2)oc2ccc(F)cc21
i | i | -0.74 | COc1ccc(OC)c(S(=O)(=O)NNC(=S)Nc2ccc3c(c2)OCO3)c1
i | i | 1.89 | Cc1ccc(Cn2ncc3c(N4CCN(CC#N)CC4)ncnc32)cc1
i | i | -0.82 | COc1cc(OC)cc(C(=O)NC2CCN(C(=O)N3c4ccccc4Sc4ccccc43)CC2)c1
i | i | 0.83 | O=C(/C=C/c1ccc(O)cc1)c1ccccc1
